GLS inhibitor – glutaminase GLS (human) inhibition. Potency, µM (series often up to 45.5 µM), without a hit: at the top dose activity change, negative = inhibition, hits mostly inhibitors. AID 624170. GLS enzymatic activity, qHTS titration. 410,000 compounds, 0.21% hits. O94925; further: on the % scale 0 is the no-effect control and ±100 the full control effect
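Read-out is an Amplex red fluorescence increase coupled through glutamate oxidase and HRP, measured before and after 30 min room-temperature incubation. hKGA is in 45 mM KH2PO4 (pH 8.2) with 0.02% Tween-20; glutamine added as 1mM solution.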
BLM inh – Bloom syndrome helicase (human) inhibition. recombinant BLM DNA unwinding, fluorescence dequenching. P54132. 350,000 compounds, 0.2% hits. AID 2528. Potency, µM (top dose mostly 56.1 µM), inactives show at the highest dose activity change, negative = inhibition, usual class: inhibitors;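 further: plate controls were vehicle for no effect and no enzyme for full effect; nearly all actives have a fitted effect of over 35% in size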
Pol iota inh – inhibitors of human DNA polymerase iota; Q9UNA4; Pol iota fluorescent replication assay, 10 min; Potency, µM (series often up to 115 µM), without a hit: at the highest dose activity, negative = inhibition, most hits filed as inhibitors; 390,000 compounds, 1% hits
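Fluorescent replication assay read twice, at 0 min and 10 min after adding 50 nM (final) substrate. Enzyme (10 nM) and compounds were first incubated 15 min at room temperature; enzyme-free buffer wells were negative controls.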
JMJD2A Tudor inh – JMJD2A Tudor domain (human) inhibition. O75164. AlphaScreen JMJD2A-Tudor / H3K4me3 peptide binding. Potency, µM (series often up to 114 µM), for inactives: top-dose activity change, negative = inhibition, usual class: inhibitors. 390,000 compounds, 4.4% hits; further: on the % scale 0 is the no-effect control and ±100 the full control effect; nearly all actives have a fitted effect of over 50% in size
HP1b chromo inh – HP1-beta chromodomain-methylated histone interaction inhibition; P83916; AlphaScreen HP1-beta / biotin-H3K9me3 peptide binding; Potency, µM (series often up to 114 µM), for inactives: top-dose activity change, negative = inhibition, hits mostly inhibitors; 390,000 compounds, 0.56% hits; AID 540317; further: nearly all actives have a fitted effect of over 70% in size; inactives centre near 23
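HP1-beta protein (50 nM final) preincubated 30 min at room temperature with biotinylated H3(1-18)K9me3 peptide (50 nM) in PBS pH 7.4, 0.01% Tween-20, then compound added for 30 min. AlphaScreen streptavidin donor/nickel chelate acceptor beads (10 ug/mL final), 30 min dark, luminescence read.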
Tb PGK inh – blocks T. brucei phosphoglycerate kinase | P07378 | PGK/GAPDH coupled, Kinase-Glo luminescence, 60 min | Potency, µM (titrated, usually from 57.5 µM), inactives show top-dose activity change, negative = inhibition, actives largely listed as inhibitors | 380,000 compounds, 0.043% hits; further: on the % scale 0 is the no-effect control and ±100 the full control effect; nearly all actives have a fitted effect of over 60% in size
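Luminescent ATP detection (Kinase-Glo Plus) follows a 60-minute room-temperature incubation, with wells lacking PGK as controls. Buffer: 100 mM TEA (pH 7.6), 5 mM MgCl2, 0.01% Tween-20. Coupling enzyme GAPDH (100 nM final) supplies unstable 1,3-BPG in-well.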
BAZ2B inh – inhibitors of human BAZ2B bromodomain; Q9UIF8; AlphaScreen BAZ2B-H3K14Ac peptide displacement; Potency, µM (doses to about 114 µM), without a hit: at the highest dose activity change, negative = inhibition, actives largely listed as inhibitors; 360,000 compounds, 4.4% hits; further: on the % scale 0 is the no-effect control and ±100 the full control effect; nearly all actives have a fitted effect of over 60% in size
Target sequence (Q9UIF8 whole entry, looked up): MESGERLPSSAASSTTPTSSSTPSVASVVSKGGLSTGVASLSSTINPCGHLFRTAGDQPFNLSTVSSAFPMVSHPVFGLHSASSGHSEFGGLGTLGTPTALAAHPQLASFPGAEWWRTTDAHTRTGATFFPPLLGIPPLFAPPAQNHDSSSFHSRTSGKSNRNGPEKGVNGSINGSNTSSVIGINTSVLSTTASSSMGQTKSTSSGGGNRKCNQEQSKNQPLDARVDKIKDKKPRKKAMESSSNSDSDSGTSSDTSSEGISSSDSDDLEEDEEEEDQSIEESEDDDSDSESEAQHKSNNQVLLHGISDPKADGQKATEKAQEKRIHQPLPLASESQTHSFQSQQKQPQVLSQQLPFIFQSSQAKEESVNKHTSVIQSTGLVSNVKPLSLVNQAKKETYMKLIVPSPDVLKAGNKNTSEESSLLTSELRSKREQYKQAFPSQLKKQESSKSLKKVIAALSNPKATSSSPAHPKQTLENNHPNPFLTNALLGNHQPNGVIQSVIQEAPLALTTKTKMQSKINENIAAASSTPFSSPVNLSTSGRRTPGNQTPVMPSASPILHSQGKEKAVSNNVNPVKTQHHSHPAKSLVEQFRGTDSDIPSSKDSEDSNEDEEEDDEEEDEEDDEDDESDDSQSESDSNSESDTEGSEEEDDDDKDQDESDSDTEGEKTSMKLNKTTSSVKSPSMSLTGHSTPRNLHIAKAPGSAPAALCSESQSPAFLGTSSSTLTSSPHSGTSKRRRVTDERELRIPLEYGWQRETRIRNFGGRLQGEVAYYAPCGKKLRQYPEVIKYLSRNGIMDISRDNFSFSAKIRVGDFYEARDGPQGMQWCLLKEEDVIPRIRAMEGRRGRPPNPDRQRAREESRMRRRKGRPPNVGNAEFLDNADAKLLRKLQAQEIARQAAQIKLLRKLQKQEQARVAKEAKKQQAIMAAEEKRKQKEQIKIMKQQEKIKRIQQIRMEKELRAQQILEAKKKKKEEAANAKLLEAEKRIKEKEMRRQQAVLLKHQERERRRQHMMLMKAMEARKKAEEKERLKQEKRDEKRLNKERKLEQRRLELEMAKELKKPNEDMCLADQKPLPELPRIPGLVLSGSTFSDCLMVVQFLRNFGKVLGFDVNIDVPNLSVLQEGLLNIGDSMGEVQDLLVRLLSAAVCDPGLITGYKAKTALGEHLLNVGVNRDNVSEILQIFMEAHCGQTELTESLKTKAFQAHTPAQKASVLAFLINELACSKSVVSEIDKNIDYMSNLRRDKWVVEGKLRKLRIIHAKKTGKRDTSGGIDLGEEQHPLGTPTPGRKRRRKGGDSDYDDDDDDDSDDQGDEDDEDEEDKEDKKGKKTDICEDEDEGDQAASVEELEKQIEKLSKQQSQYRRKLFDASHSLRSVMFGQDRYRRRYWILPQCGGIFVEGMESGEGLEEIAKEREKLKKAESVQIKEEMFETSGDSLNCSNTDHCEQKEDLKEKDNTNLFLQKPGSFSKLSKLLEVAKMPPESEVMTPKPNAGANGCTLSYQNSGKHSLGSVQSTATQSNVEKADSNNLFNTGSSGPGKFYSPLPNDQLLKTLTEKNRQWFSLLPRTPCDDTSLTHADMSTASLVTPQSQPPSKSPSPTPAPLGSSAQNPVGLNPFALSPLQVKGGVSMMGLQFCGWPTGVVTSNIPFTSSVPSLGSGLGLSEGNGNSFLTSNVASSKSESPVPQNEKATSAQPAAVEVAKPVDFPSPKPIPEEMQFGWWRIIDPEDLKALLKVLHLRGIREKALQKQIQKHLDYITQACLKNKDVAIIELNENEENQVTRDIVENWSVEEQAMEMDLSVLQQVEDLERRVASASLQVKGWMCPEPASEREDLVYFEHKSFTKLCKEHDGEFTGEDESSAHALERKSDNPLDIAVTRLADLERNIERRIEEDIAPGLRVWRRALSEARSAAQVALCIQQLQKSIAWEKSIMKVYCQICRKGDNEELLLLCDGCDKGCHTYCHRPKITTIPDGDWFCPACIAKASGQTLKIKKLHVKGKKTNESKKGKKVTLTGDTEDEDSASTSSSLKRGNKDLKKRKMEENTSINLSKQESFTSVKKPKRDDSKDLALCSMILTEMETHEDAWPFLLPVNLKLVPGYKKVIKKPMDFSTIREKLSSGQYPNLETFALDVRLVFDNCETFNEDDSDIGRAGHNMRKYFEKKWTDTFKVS
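Protein-peptide AlphaScreen: BAZ2B 50 nM, b-H3K14Ac 50 nM, 1x PBS pH 7.4 + 0.01% Tween-20. Preincubation 30 min RT; cpd 30 min RT (top 110 uM); beads 20 min RT, light-protected.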
G9a inh – blocks human histone lysine methyltransferase G9a; AID 504332; 350,000 compounds, 8.8% hits; G9a H3K9 monomethylation, AlphaScreen, 2 h; Potency, µM (top dose mostly 102 µM), inactives show at the highest dose activity, negative = inhibition, most hits filed as inhibitors; Q96KQ7; further: on the % scale 0 is the no-effect control and ±100 the full control effect; nearly all actives have a fitted effect of over 75% in size
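G9a (20 nM) was preincubated 15 min with compound, then reacted 2 h at room temperature with 500 nM biotin-H3K9 peptide and 20 µM SAM. Monomethyl-H3K9 detected by AlphaScreen using anti-H3K9me1 antibody.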
Pin1 inhibitor – inhibitors of human Pin1. Q13526. Pin1 FP peptide displacement, HiFluor488, 10 min. Potency, µM (series often up to 115 µM), for inactives: top-dose activity, negative = inhibition, hits mostly inhibitors. 390,000 compounds, 0.009% hits; active means well fitted inhibition curve with a large enough effect in the polarisation, with a control signal flat, not every such curve was filed as active; inconclusive means small, poorly fitted or top-dose-only effect, or effect the other way, or a change in a side signal; inactive means no such curve, though single readings can be large or run the other way; the % refers to the polarisation; further: on the % scale 0 is the no-effect control and ±100 the full control effect
The depositor's hits bear a star; i = inactive; ? = inconclusive; . = not tested or not shown; [ ] = another dose, or the depositor's remark. Unless noted, the call rests on the fitted dose curve; in most records, active means well fitted curve in the direction sought with a large enough effect; inconclusive means small, poorly fitted or top-dose-only effect, or another doubt; inactive means no such curve, though single readings can be large; an effect the other way counts as inactive or inconclusive. Potency means the concentration at half of the fitted maximal effect. These rows are one share of the data; count on the stated rates, not on these rows.

SMILES	GLS inhibitor	BLM inh	Pol iota inh	JMJD2A Tudor inh	HP1b chromo inh	Tb PGK inh	BAZ2B inh	G9a inh	Pin1 inhibitor
O=C(NCC1CCCO1)c1cc2ccccc2[nH]1 (stereo not given)	0.8%	0.5%	3.5%	4.1%	27.5%	-6.8%	-0.5%	-10.5%	0.2%
COc1ccc(Br)cc1S(=O)(=O)Nc1ccc(Cl)cn1	-14.7%	-2.9%	78.8%[activator]	-4.8%	25.4%	-3.0%	9.9%	15.2%	2.4%
C[C@H](CO)N1C[C@H](C)[C@@H](CN(C)Cc2ccc(Oc3ccccc3)cc2)Oc2ccc(NC(=O)Cn3cnnn3)cc2C1=O	3.8%	.	6.4%	?	8.5%	-9.1%	.	.	-3.8%
CCOC(=O)COc1cc2c(C(=O)OCC)c(C)oc2cc1Br	6.4%	-1.1%	22.4%	25.2%	45.7%	1.0%	19.5%	11.6%	3.5%
O=C(NCc1ccco1)C(=O)NCC1OCCN1S(=O)(=O)c1ccc(Br)cc1 (stereo not given)	-7.1%	-13.2%	27.4%	-7.7%	36.7%	-2.0%	-4.1%	-25.1%	1.3%
CC1CCCC(C)N1C(=O)COC(=O)CSc1ccc(C(N)=O)cc1[N+](=O)[O-] (stereo not given)	5.0%	.	16.9%	-21.9%	-3.8%	-2.0%	0.8%	44.7µM*	-11.5%
CCOC(=O)N1CCN(CC(=O)Nc2ccc(F)c(F)c2)CC1	-6.9%	2.8%	-0.8%	-11.2%	40.3%[activator]	-0.7%	6.8%	1.6%	6.4%
CCC(NC(=O)CCc1ccccc1)c1ccccc1 (stereo not given)	2.3%	-0.1%	58.3%[activator]	-7.2%	20.5%	i	-12.2%	1.2%	-8.6%
COc1cccc(C(=O)Nc2ccccc2C(=O)NCC2CCCO2)c1 (stereo not given)	-17.2%	-1.6%	35.2%[activator]	-2.7%	53.0%[activator]	i	3.5%	.	1.2%
O=C(Nc1cc(S(=O)(=O)N2CCOCC2)ccc1N1CCOCC1)c1cccc(S(=O)(=O)N2CCCCC2)c1	-0.9%	-3.6%	7.6%	-21.2%	-2.8%	-0.4%	1.3%	0.6%[59 µM]	?
Cc1ccc(-c2nc3ccccc3s2)cc1NC(=S)NC(=O)/C=C/c1ccco1	3.7%	-19.6%	?	-26.1%	8.3%	-4.7%	?	50.1µM*	25.9%
C=CCCN([C@H](CO)Cc1ccccc1)S(=O)(=O)c1ccccc1Br	-1.9%	.	9.9%	-5.0%	119.2%[activator]	i	.	.	3.3%
CCOC(=O)c1[nH]c2ccccc2c1NC(=S)Nc1ccccc1C	18.4%	-3.8%	0.1%	-34.5%	-8.9%	-2.5%	-38.2%	31.6µM*	?
Cc1ccc(NC(=S)N2CCn3cccc3C2c2cccnc2)cc1 (stereo not given)	16.1%	3.6%	-3.4%	?	-7.4%	-8.9%	?	44.7µM*	-0.8%
Cc1noc2ncnc(NCCc3ccccc3)c12	-2.0%	-1.1%	-12.6%	-17.8%	1.7%	-4.4%	13.6%[57.1 µM]	4.1%[59 µM]	0.3%
Cn1nc(C(=O)NCc2ccccc2)cc1C(=O)NCc1ccccc1	-1.3%	-6.7%	-13.2%	-8.3%	11.0%	-3.0%	2.8%	-0.4%	0.8%
COc1cccc(-n2c(SCC(=O)NC(C)(C)C)nnc2-c2ccoc2C)c1	-4.3%	0.1%	22.2%	-9.1%	21.4%	2.1%	-5.5%	-4.6%	-2.4%
CCN(CC)C(=O)Cn1c(=O)n(-c2ccc(Cl)cc2)c(=O)c2c3c(sc21)CCC3	0.4%	-5.7%	-3.7%	-14.0%	14.9%	-0.3%	5.0%	-2.2%[59 µM]	-7.0%
O=C(O)c1ccccc1CSc1nc2ccccc2o1	8.6%	-1.4%	?	6.9%[11.4 µM]	-1.9%	-3.2%	-6.7%	-19.1%[59 µM]	9.7%
CCOC(=O)c1cnc2c(ccc3ccccc32)c1Nc1ccccc1OCC	6.8%	-2.5%	35.8%[activator]	-8.8%	36.0%	8.3%	7.4%	33.8%[59 µM]	8.8%
FC(F)C(F)(F)c1cc(-c2ccc(Cl)cc2)n[nH]1	43.2%[activator]	-1.7%	2.5%	2.5%	53.1%[activator]	i	0.3%	.	-4.0%
Cc1ccc(C(=O)c2cncc(Br)c2)cc1	7.0%	0.2%	6.7%	-5.3%[57.1 µM]	54.2%[activator]	-5.6%	3.9%	2.1%[12.7 µM]	3.5%
CC(=O)c1cccc(NC(=O)COC(=O)c2ccccc2C)c1	-13.3%	-3.6%	90.5%[activator]	-6.9%	20.4%	-1.1%	4.8%	-39.6%	1.4%
CCSc1nc2sccc2c(=O)n1-c1ccccc1	-2.8%	-2.7%	46.3%[activator]	-12.2%	19.0%	5.6%	2.6%	-8.5%[59 µM]	7.8%
CCc1ccccc1NC(=O)c1sc2nc(C)cc(C)c2c1N	-24.6%	-9.6%	136.4%[activator]	?	27.0%	-1.1%	18.1%	-4.3%	-0.2%
COC(=O)C1=C(C)OC(N)=C(C#N)C1c1c(C)nn(C)c1C (stereo not given)	14.5%	3.5%	16.0%	-19.5%	24.4%	-4.7%	7.3%	?	-8.6%
CC(C)Oc1ccc(C(CC(=O)O)NC(=O)c2cccs2)cc1 (stereo not given)	6.8%	-0.7%	0.0%	-7.7%	28.3%	-0.8%	-2.1%	-4.9%[59 µM]	7.7%
O=C(NCC1COCCO1)C1CCN(S(=O)(=O)c2ccccc2)CC1 (stereo not given)	0.4%	0.9%	8.8%	-8.3%	17.5%	3.3%	-4.9%	13.8%[59 µM]	-11.2%
COc1ccc(CC(=O)OCn2nnc3ccccc3c2=O)cc1OC	-12.3%	-0.6%	13.7%	-9.9%	34.0%	-9.3%	1.3%	8.3%	-0.8%
Cc1cccc(C2c3[nH]c4ccccc4c3CCN2C(=O)c2cn(C)c3ccccc3c2=O)n1 (stereo not given)	1.8%	-3.1%	48.6%[activator]	?	-2.6%	-2.3%	?	0.1%	-7.1%
O=C(Nc1ccccc1Cl)C1CCN(c2nc3ccccc3nc2C(F)(F)F)CC1	1.2%	-2.4%	16.2%	-5.5%	21.1%	3.2%	0.9%	1.5%[59 µM]	5.3%
COc1ccc(NC(=O)c2ccco2)cc1NC(=O)c1ccc(C)cc1	-3.7%	-2.7%	9.5%	-10.2%[57.1 µM]	12.2%	-6.7%	-9.1%	4.8%[59 µM]	0.7%
CCOC(=O)CN1C(=O)S/C(=C/c2ccc(O)c([N+](=O)[O-])c2)C1=O	0.9%	-5.1%	-0.1%	-30.5%	-10.8%	-1.1%	?	-7.7%[59 µM]	-3.1%
CC(=O)Nc1ccc(S(=O)(=O)Nc2c(NC3CCCCC3)c3ccccc3oc2=O)cc1	23.7%	-7.7%	-23.3%	-4.3%	23.4%	-5.7%	-22.8%	2.6%[59 µM]	1.6%
CCCCC(=O)N(c1ccc2oc(C)c(C(C)=O)c2c1)S(=O)(=O)c1ccc(F)cc1C	1.6%	-10.3%	?	-6.2%	18.3%	0.2%	-0.5%	-7.2%[59 µM]	-0.6%
Cc1ccc(NC(=O)OCc2ccccc2S(C)=O)cc1 (stereo not given)	2.0%	-1.9%	66.7%[activator]	-15.0%	23.7%	-6.1%	1.0%	44.0%	-1.6%
CS(=O)(=O)c1nc([N+](=O)[O-])nn1CCCc1ccccc1	-6.6%	.	10.4%	-17.4%	11.6%	-5.2%	.	.	1.4%
CCN(CC)Cc1c[nH]c2c(C(=O)OC)cccc12	3.0%	21.0%	-0.4%	-10.3%	13.5%	1.9%	-22.0%	-4.7%[59 µM]	-1.3%
CN(Cc1ccccc1)C(=O)c1cccc(NC(=O)Cc2ccc(NC(=O)C3CCN(C(=O)c4ccccc4)CC3)cc2)c1	1.8%	.	13.9%	-11.6%	26.4%	i	.	.	22.2%
COc1cc(/C=C/C(=O)OCC(=O)Nc2ccc(NC(C)=O)cc2)cc(S(=O)(=O)N2CCc3ccccc32)c1OC	-4.6%	-10.7%	7.7%	-30.1%	23.7%	-7.2%	.	-49.7%	14.7%

Single records, as listed above:
Profile of O=C(Nc1ccccc1Cl)C1CCN(c2nc3ccccc3nc2C(F)(F)F)CC1 : GLS inhibitor = 1.2%; BLM inh = -2.4%; Pol iota inh = 16.2%; JMJD2A Tudor inh = -5.5%; HP1b chromo inh = 21.1%; Tb PGK inh = 3.2%; BAZ2B inh = 0.9%; G9a inh = 1.5%[59 µM]; Pin1 inhibitor = 5.3%
Profile of CCN(CC)Cc1c[nH]c2c(C(=O)OC)cccc12 : GLS inhibitor = 3.0%; BLM inh = 21.0%; Pol iota inh = -0.4%; JMJD2A Tudor inh = -10.3%; HP1b chromo inh = 13.5%; Tb PGK inh = 1.9%; BAZ2B inh = -22.0%; G9a inh = -4.7%[59 µM]; Pin1 inhibitor = -1.3%

Other results:
SMILES	GLS inhibitor	BLM inh	Pol iota inh	JMJD2A Tudor inh	HP1b chromo inh	Tb PGK inh	BAZ2B inh	G9a inh	Pin1 inhibitor
O=C(CNC(=O)c1ccc(Br)cc1)N/N=C/c1ccc[nH]1	0.1%	-4.2%	-14.7%	-6.7%	13.1%	i	6.9%	25.7%[59 µM]	2.2%
COc1ccc(S(=O)(=O)NNC(=O)C2COc3ccccc3O2)cc1[N+](=O)[O-] (stereo not given)	18.4%	.	42.9%[activator]	-17.3%	-13.4%	-6.2%	4.7%	8.9%[0.501 µM]	-1.7%
CC(C)N(Cc1nnc(-c2ccccc2Br)o1)C(=O)c1cc(Cl)nc2ccccc12	0.2%	.	0.1%	-13.8%	56.7%[activator]	i	4.0%	-53.3%[12.7 µM]	39.1%[activator]
O=C(COc1ccc(Cl)cc1)c1ccc(O)cc1O	-6.8%	-6.0%	1.0%	-2.1%	20.6%	4.0%	1.4%	1.4%	-0.4%
CCC(Sc1nc(C)cc(C)n1)C(=O)Nc1ccc(S(N)(=O)=O)cc1 (stereo not given)	-1.3%	-1.3%	54.8%[activator]	-2.0%	37.2%	0.4%	-24.2%	?	1.0%
COc1ccc(NC(=O)Nc2nnc(Cc3ccc(OC)c(OC)c3)s2)cc1	-3.5%	-10.4%	-2.2%	-23.6%	35.8%	i	-2.8%	.	1.6%

Bioassay records deposited in PubChem BioAssay by National Center for Advancing Translational Sciences (NCATS).
